LDHA inh: inhibitors of human lactate dehydrogenase A; AID 1347041; purified LDHA, NADH/diaphorase-resazurin fluorescence; active compounds read low; activity change, % (values are at about 110 or 230 µM); P00338; actives 0.15% (n = 480,000); in the data active = activity change below about -30%; inconclusive = mostly about -25% to -30%;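 note: plate controls were DMSO wells for no effect and wells without enzyme for full effect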
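Resorufin fluorescence (ex540/em590), read at 0 and 20 min after diaphorase/resazurin addition, reports the NADH left after a 5 min room-temperature reaction of 2 nM human LDH5 with 0.06 mM NADH and 0.2 mM pyruvate.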
POLB inh: inhibitors of human DNA polymerase beta; P06746; Pol beta primer extension/strand displacement, fluorescence kinetic; Potency, µM (series often up to 114 µM), without a hit: top-dose activity change, negative = inhibition, most hits filed as inhibitors; actives 1.3% (n = 340,000); AID 485314; note: potency is the fitted concentration of half-maximal effect; % is set by controls: 0 for no effect and ±100 for the full control effect
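Human Pol beta at 10 nM; strand-displacement substrate 50 nM final. Compound exposure 15 min at room temperature before start, reaction 10 min at room temperature.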
ALOX12 inh: ALOX12 (human) lipoxygenase inhibition; P18054; purified 12hLO, xylenol orange hydroperoxide absorbance; Potency, µM (top dose mostly 108 µM), inactives show top-dose activity change, negative = inhibition, actives largely listed as inhibitors; actives 1.1% (n = 580,000); AID 1671190; note: potency is the fitted concentration of half-maximal effect; % is set by controls: 0 for no effect and ±100 for the full control effect
Target sequence (P18054 whole entry, looked up): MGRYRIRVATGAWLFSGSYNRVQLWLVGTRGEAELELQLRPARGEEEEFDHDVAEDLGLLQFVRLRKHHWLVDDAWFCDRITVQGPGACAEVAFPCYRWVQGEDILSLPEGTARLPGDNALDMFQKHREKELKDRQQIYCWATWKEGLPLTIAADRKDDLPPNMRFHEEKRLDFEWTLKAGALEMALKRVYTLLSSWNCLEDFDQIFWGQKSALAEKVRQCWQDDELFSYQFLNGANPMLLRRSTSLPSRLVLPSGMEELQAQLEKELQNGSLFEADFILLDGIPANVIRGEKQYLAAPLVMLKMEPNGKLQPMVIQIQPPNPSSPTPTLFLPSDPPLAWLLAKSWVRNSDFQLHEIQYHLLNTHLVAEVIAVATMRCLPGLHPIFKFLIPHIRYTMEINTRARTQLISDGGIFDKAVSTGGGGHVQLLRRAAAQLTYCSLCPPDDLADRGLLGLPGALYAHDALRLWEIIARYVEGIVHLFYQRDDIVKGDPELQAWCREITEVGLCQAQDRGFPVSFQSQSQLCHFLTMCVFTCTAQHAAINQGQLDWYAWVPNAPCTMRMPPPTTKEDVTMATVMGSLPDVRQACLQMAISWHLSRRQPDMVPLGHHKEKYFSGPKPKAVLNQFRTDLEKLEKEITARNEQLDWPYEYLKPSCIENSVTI
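Hydroperoxide product was detected by ferrous iron/xylenol orange as the 573 to 405 nm absorbance ratio. Arachidonic acid at 40 uM (final) was turned over for 30 min at room temperature by 150 nM human 12hLO, pH 7.0 Hepes buffer, after 15 min compound preincubation.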
Pol eta inh: DNA polymerase eta (human) inhibition | Q9Y253 | recombinant Pol eta, fluorescent DNA replication assay | Potency, µM (top dose mostly 114 µM), without a hit: at the highest dose activity change, negative = inhibition, usual class: inhibitors | actives 1.2% (n = 390,000) | AID 588591; note: potency is the fitted concentration of half-maximal effect; % is set by controls: 0 for no effect and ±100 for the full control effect
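Pol eta (10 nM) was preincubated with compounds for 15 min at room temperature, after which fluorescent replication substrate (50 nM final) was added to start the reaction. Fluorescence was read kinetically at 0 and 10 min.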
RGS4 inhibitor: inhibitors of human regulator of G protein signaling 4. Potency, µM (highest dose often 114 µM), for the others: at the top dose activity change, negative = inhibition, usual class: inhibitors. Transcreener GDP fluorescence polarization, RGS4-accelerated GTP hydrolysis. actives 0.039% (n = 390,000); note: potency is the fitted concentration of half-maximal effect; % is set by controls: 0 for no effect and ±100 for the full control effect; nearly all actives have a fitted effect of over 75% in size; some results filed as inactive show a strong effect at the top dose
Target sequence (P49798 whole entry, looked up): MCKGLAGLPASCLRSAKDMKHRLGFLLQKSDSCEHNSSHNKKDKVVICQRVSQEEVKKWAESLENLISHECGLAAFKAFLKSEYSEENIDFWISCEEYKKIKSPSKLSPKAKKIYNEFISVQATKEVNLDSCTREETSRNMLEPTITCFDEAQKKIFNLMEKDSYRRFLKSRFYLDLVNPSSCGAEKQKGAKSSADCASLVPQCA
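MLSMR compounds (23 nl, pin-transferred) preincubated 10 min at room temperature with a 500nM (2x) first reagent, then RGS4 at 900nM (2x) plus Transcreener GDP mix added; fluorescence polarization (620/688 nm) read before and after 90 min at 30 °C.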
Anesthetic bind: candidate novel general anesthetic via apoferritin binding | AID 485281 | P02791 | actives 0.074% (n = 350,000) | apoferritin/1-aminoanthracene competitive binding, fluorescence | Potency, µM (series often up to 77.5 µM), without a hit: top-dose activity change, negative = displacement, hits mostly inhibitors; note: potency is the fitted concentration of half-maximal effect; % is set by controls: 0 for no effect and ±100 for the full control effect; nearly all actives have a fitted effect of over 20% in size
Target sequence (P02791 2-175 limits assumed): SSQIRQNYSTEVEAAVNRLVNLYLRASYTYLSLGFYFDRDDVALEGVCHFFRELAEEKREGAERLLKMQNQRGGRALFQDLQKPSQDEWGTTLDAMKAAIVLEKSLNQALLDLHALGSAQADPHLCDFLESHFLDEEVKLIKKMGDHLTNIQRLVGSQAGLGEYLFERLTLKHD
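Horse-spleen apoferritin (10 uM) in 50% saturated 1-aminoanthracene in PBS was incubated 10 min at room temperature with compound. Fluorescence (ex 380, em 535 nm) was normalized to free and bound 1-AMA, with concentration-response fitted by a four-parameter Hill equation.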
APEX1 inh: inhibitors of human APE1 endonuclease. P27695. recombinant APE1, TAMRA/BHQ-2 abasic DNA cleavage fluorescence. Potency, µM (titrated, usually from 65.8 µM), inactives show at the highest dose activity change, negative = inhibition, actives largely listed as inhibitors. actives 0.35% (n = 350,000). AID 2517;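 note: potency is the fitted concentration of half-maximal effect; plate controls were vehicle for no effect and reference inhibitor for full effect; nearly all actives have a fitted effect of over 55% in size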
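Readout is kinetic fluorescence (ex 525, em 598 nm) from cleavage of 50 nM TAMRA/BHQ-2 THF abasic duplex by 0.75 nM APE1, compound added 15 min beforehand at RT.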
ERG-DNA inh: inhibitors of human ERG Ets domain-DNA interaction | P11308 | fluorescence polarization, His-ERG Ets domain / labelled DNA | Potency, µM (titrated, usually from 76.9 µM), without a hit: at the top dose FP activity, negative = inhibition, most hits filed as inhibitors | actives 0.028% (n = 370,000) | AID 624246; active = well fitted inhibition curve with a large enough effect in the polarisation, with a control signal flat; inconclusive = small, poorly fitted or top-dose-only effect, or effect the other way, or a change in a side signal; inactive = no such curve, though single readings can be large or run the other way; the % refers to the polarisation;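 note: polarization taken with two DNA probes labelled with fluorescein and Texas red; potency is the fitted concentration of half-maximal effect; % of control where 0% means no effect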
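His-tagged ERG Ets domain (1 uM in the protein solution; 300mM KCl, 50mM Tris-HCl, 1mM EDTA, 1mM DTT, pH 7.5) received compound, then a probe mix of 5 nM fluorescein-DNA and 100nM Texas-615-DNA. Fluorescence polarization was read for both dyes.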
POLK inh: inhibitors of human DNA polymerase kappa | Q9UBT6 | purified Pol kappa, fluorescent DNA synthesis assay, 10 min | Potency, µM (highest dose often 107 µM), without a hit: at the top dose activity, negative = inhibition, actives largely listed as inhibitors | actives 0.53% (n = 400,000); note: potency is the fitted concentration of half-maximal effect; % is set by controls: 0 for no effect and ±100 for the full control effect
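Activity was followed as the change in fluorescence between reads at 0 and 10 min after starting the reaction with 50 nM substrate. Beforehand, 10 nM polymerase had been preincubated with compound for 15 min at room temperature.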
* marks the source's active call; other numbers are inactive results; ? = inconclusive; / = not tested or not shown; & = joins results of further samples; [ ] = dose if it differs, or a comment. Unless noted, calls come from the whole dose curve; as a rule, active = well fitted curve in the direction sought with a large enough effect; inconclusive = small, poorly fitted or top-dose-only effect, or another doubt; inactive = no such curve, though single readings can be large; an effect the other way counts as inactive or inconclusive.

Value order: LDHA inh	POLB inh	ALOX12 inh	Pol eta inh	RGS4 inhibitor	Anesthetic bind	APEX1 inh	ERG-DNA inh	POLK inh
- CSc1ccccc1NC(=O)CN1CCN(c2ccccn2)CC1
  -4	24%	1%	4%	23%	1%	10%	-2%	-18%
- CCOC(=O)CC(=O)CSc1ccc2nnc(-c3ccc(F)cc3)n2n1
  1	18%	?	-3%	-28%	-24%	8%	-5%	-3%
- CCOc1ccc(OCC(=O)OCC(=O)NCC2CCCO2)cc1 (stereo not given)
  -6	/	392%[activator]	-4%	9%	/	52%[activator]	3%	-21%
- COc1cccc(NC(=O)CSc2nnc(-c3ccc(C)cc3)o2)c1
  -3	8%	12%[57.4 µM]	-10%	-5%	2%	-4%	-17%	2%
- Cc1cccc(N2CCN(C(=O)Cn3cccc3C(=O)c3ccccc3)CC2)c1C
  -6	-1%	0%	-2%	-24%	?	0%	0%	-19%
- CC1=C(C(=O)Nc2cc(C(=O)NCCCOC(C)C)ccc2C)SCCO1
  -1	54%	102%[activator]	-9%	-13%	1%	-12%	-1%	4%
- Cc1ccc(S(=O)(=O)CC(=O)c2ccc3c(c2)OCCO3)cc1
  -4	7%	0%	-2%	-7%	-18%	1%	-2%	-21%
- O=C1CCN(CCc2ccccc2)CCN1[C@H](CSc1ccccc1)Cc1ccccc1
  4	24%	5%	-16%	-25%	3%	-12%	8%	2%&-2%
- C/C(=N/Nc1nc(C)c(C)s1)c1cccc([N+](=O)[O-])c1
  -4	4%	1%	-4%	-29%	-12%	5%	-4%	-14%
- CCc1ccc(C(=O)N/N=C(\C)c2cccnc2)s1
  -5	23%	307%[activator]	-9%	18%	-21%	21%	-19%	-1%
- O=C(Nc1ccccc1)c1ccc(-c2ccccc2Cl)o1
  -5	1%	?	-6%	26%	-13%	-3%	1%	-7%
- Cc1cc[n+](-c2nc3ccccc3nc2C(=C=[N-])C#N)cc1
  19	4%	-14%	-5%	?	-20%	-4%	0%	3%
- COc1cc(SC)ccc1C(=O)OC(C)C(=O)Nc1ccc(NC(C)=O)cc1 (stereo not given)
  -4	3%	-21%	-17%	-28%	-8%	4%	7%	-4%
- CN(C)CCCNCC(=O)c1c(-c2ccccc2)n(C)c2ccccc12
  -37*	-2%	?	8%	-53%	-3%	1%	8%	-15%
- Cc1nc2ccc(NC(=O)c3ccc(F)c(S(=O)(=O)N4CCOCC4)c3)cc2s1
  -4	29%	2%	-23%	15%	-16%	5%	-4%	-6%
- O=S(=O)(c1cccc(-c2n[nH]c(=S)o2)c1)N1CCOCC1
  -7	0%	?	-7%	-31%	-4%	-1%	104%[activator]	-16%
- CC1CCCCC1NC(=O)CCCCCn1c(=S)[nH]c2ccsc2c1=O (stereo not given)
  -5	-23%	0%	-17%	6%	-6%	36%	4%	-9%
- CN(C)CCNC(=O)CNC(=S)N(Cc1ccccc1)Cc1cccnc1
  0	23%	-8%	-13%	-7%	-4%	-1%	10%	-3%
- CCOC(=O)C1(Cc2ccc(OC)cc2)CCN(C(=O)CN2CCOC2=O)CC1
  -3	-15%	20%	-21%	-17%	-12%	2%	-3%	4%
- Cc1ccc(S(=O)(=O)N2CCC[C@H]2C(=O)NC2=NCCS2)cc1
  -1	/	-8%	-6%	-14%	/	/	1%	-15%
- O=C1Nc2ccccc2/C1=N\N=C\c1ccc(O)c(O)c1
  18	4.5µM*	?	3.2µM*	5%	-20%	?	13%	5.6µM*
- CCC1CCCCN1C(=O)CSc1nnc(-c2cccc(Cl)c2)o1 (stereo not given)
  1	0%	-14%	-14%	-22%	-2%	-10%	11%	9%
- CCOc1ccc(NC(=O)C2CCCN2S(=O)(=O)c2ccc(OCC)cc2)cc1 (stereo not given)
  -9	5%	-2%	-21%	21%	-3%	49%[activator]	4%	-3%
- CCCC(=O)Nc1ccc(-c2csc(-c3cccnc3)n2)cc1
  -4	2%	0%	-18%	-37%	-6%	7%	-10%	0%
- CCOc1ccc(C(=O)Nc2cccc(NC(=O)c3ccc(Cl)cc3Cl)c2)cc1
  -16	21%	?	4%	?	3%	/	7%	-9%
- Cn1c(=O)c2c(nc(N3CCN(Cc4ccccc4)CC3)n2CCCc2ccccc2)n(C)c1=O
  0	-10%	467%[activator]	-17%	-13%	-11%	-2%	-5%	-15%
- FC(F)(F)c1cccc(CNc2ncccc2-c2nc3cc(Cl)ccc3o2)c1
  -19	32%	0%	-17%	-2%	-1%	-8%	-11%	0%
- CC(=O)Nc1ccc(C(=O)OCC(=O)N2CCC(Cc3ccccc3)CC2)cc1
  -6	/	?	-5%	-14%	/	2%	-14%	3%
- NS(=O)(=O)c1ccc(NC(=S)NC(=O)/C=C/c2ccco2)cc1
  1	?	-23%	32µM*	-38%	-7%	-10%	3%	?
- O=C(COC(=O)c1ccc(O)cc1)NC1CCCCCC1
  -13	/	-5%	-6%	6%	/	28%	-4%	-2%
- Cc1cccc(OCCCCCn2ccnc2)c1C
  -8	38%	-11%	-10%	-8%	?	4%	2%	-24%
- CC(C)C(=O)Nc1ccc(C(=O)Nc2nnc(C(C)(C)C)s2)cc1
  0	89%	-10%	-15%	-12%	-17%	-6%	4%	-7%
- CN=C1c2cc3cc(OC)ccc3n2CCN1Cc1ccccc1
  0	3%	0%	-5%	-12%	60%[activator]	11%	-4%	-10%
- CCOc1ccc(N2CC(NC(=O)c3cccc4ccccc34)CC2=O)cc1 (stereo not given)
  -2	/	3%	-19%	27%	/	3%	4%	-5%
- COc1ccc(-c2cc(C(=O)N3CCN(S(=O)(=O)c4ccccc4)CC3)[nH]n2)cc1
  3	6%	?	-11%	1%	0%	2%	-7%	17%
- CCC(C)NS(=O)(=O)c1ccc(S(=O)(=O)N(CC(=O)Nc2ccccc2)Cc2ccco2)cc1 (stereo not given)
  5	12%	?	-11%	-7%	-20%	-25%	-2%	-14%
- CC(C)c1nnc(NC(=O)CCC(=O)NCc2cccs2)s1
  -12	-3%	0%	-13%	12%	-3%	4%	-3%	-3%
- CN(C(=O)c1cc2ccccc2o1)c1c(N)n(Cc2ccccc2)c(=O)[nH]c1=O
  -9	/	?	1%	7%	/	-6%	1%	-5%
- NS(=O)(=O)c1cccc(NC(=O)Cn2cc(C(F)(F)F)cc(Cl)c2=O)c1
  -6	7%	0%	-11%	13%	7%	-1%	0%	-1%
- CCOC(=O)c1c(C)oc2nc(C)nc(NC(C)c3ccccc3)c12 (stereo not given)
  -8	24%	-5%	0%	10%	-10%	/	-10%	-2%
- Cc1ccc(NC(=O)CN(C)C(=O)COC(=O)c2ccc(NC(=O)CC#N)cc2)cc1
  -5	/	-19%	-1%	-4%	/	9%	-9%	-17%
- CCC/C(C#Cc1ccc(N(C)C)cc1)=C1/c2ccccc2C(=O)N1c1ccccc1
  -11	/	-23%	-13%	13%	/	-2%	-11%	-16%
- CCc1ccc(NC(=O)CN2CCC(C(=O)c3ccc(OC)cc3)CC2)cc1
  -2	35%	?	-10%	-8%	-5%	-12%	-6%	-6%
- CS(=O)(=O)N(CC(=O)NCc1ccncc1)c1ccc(Cl)c(Cl)c1
  -8	23%	24%	-6%	8%	-4%	0%	-1%	-1%
- Cc1ccccc1CN1[C@@H]2c3ccccc3C[C@@H]2OCCS1(=O)=O
  -1	10%	24%	-17%	-19%	-15%	10%	10%	12%&1%
- CCc1nc2c(oc3ccccc32)c(=O)[nH]1
  -3	40%	0%	-17%	-19%	-3%	6%	1%	6%
- O=c1cc(-c2ccc(O)cc2)oc2c1ccc1ccccc12
  0	/	-9%	56µM*	?	/	0%	2%	11%
- O=C(c1cccnc1)N1CCN(c2ccc([N+](=O)[O-])cc2Cl)CC1
  -17	4%	-1%	-8%	-3%	-3%	3%	4%	-7%[60.1 µM]
- CC(=O)N1CCN(C(=O)c2ccccc2NS(=O)(=O)c2ccc(F)cc2)CC1
  -7	/	0%	-23%	-6%	/	3%	5%	-6%
- Cn1nc(C(=O)NC2CCCN(Cc3ccccc3F)C2)c2ccccc2c1=O (stereo not given)
  -6	20%	0%	-6%	-6%	-12%	6%	-16%	1%
- Cc1ccc(-c2nc3ccccc3c(=O)n2NC(=O)COc2ccccc2)cc1
  -4	-21%	0%	-19%	-31%	-2%	-4%	3%	0%
- CCCC1Cc2c(sc(N)c2C#N)CO1 (stereo not given)
  2	1%	?	-12%	-34%	-17%	-3%	-2%	3%
- CC(=O)C1=C(O)C(=O)N(c2ccc(S(N)(=O)=O)cc2)C1c1cccc([N+](=O)[O-])c1 (stereo not given)
  -6	9%	-8%	34%[activator]	9%[11.4 µM]	-9%	5%	-14%	-8%
- COc1ccc(F)cc1S(=O)(=O)NCC(c1ccco1)S(=O)(=O)c1ccc(F)cc1 (stereo not given)
  -4	6%	-2%	-12%	-17%	0%	/	6%	-10%[60.1 µM]

Whole records, quoted from the list. Screens in order: LDHA inh, POLB inh, ALOX12 inh, Pol eta inh, RGS4 inhibitor, Anesthetic bind, APEX1 inh, ERG-DNA inh, POLK inh
CS(=O)(=O)N(CC(=O)NCc1ccncc1)c1ccc(Cl)c(Cl)c1 across the screens: -8, 23%, 24%, -6%, 8%, -4%, 0%, -1%, -1%
CCc1nc2c(oc3ccccc32)c(=O)[nH]1 across the screens: -3, 40%, 0%, -17%, -19%, -3%, 6%, 1%, 6%

Source: PubChem BioAssay

These rows are one share of the data; the hit share may differ from the screen's.
